Source: PubChem (several laboratories)
RmlCD inh mix = RmlC and RmlD coupled enzyme inhibitors, primary screen, biochemical, 384-well, compound mixtures, retest; RmlC/RmlD coupled enzyme inhibition, 384-well mixture HTS; inhibition, % at 5.5 µM; 110,000 compounds, 0.39% hits; in the data active = inhibition above about 30%, passing the limit was not always enough; inconclusive = no clear call, values can overlap the other calls; note: strong numbers were not always called active
HIV RNase H inh = HIV-1 RT RNase H inhibitors, primary screen, biochemical, fluorescence. 65,000 compounds, 1.9% hits. RT-RNase H RNA/DNA duplex cleavage. AID 565, 2006. inhibition, % at 10 µM; in the data active = inhibition above about 50%
An asterisk follows results filed as active; ? = inconclusive; nt = no result given; ! = repeats disagree. The list is partial (hit frequency here may not be typical).

SMILES | RmlCD inh mix | HIV RNase H inh
COc1cc2c(C(=O)N3CCN(C)CC3)c(C)n(-c3ccccc3)c2cc1Br | 5 | nt
CC(=O)c1c(C(C)=O)c(C)n(-c2nc(-c3cccs3)c(C)s2)c1C | -14 | -23
CCc1nn(-c2ccccc2)c(N)c1-c1ccc(OC)c(OC)c1 | 11 | nt
CC(C)c1nc(NCC2CCCO2)c(C#N)c2c1COC(C)(C)C2 (stereo not given) | -8 | -44
Cc1nc(C)c(C(=O)C2=C(O)C(=O)N(CCN3CCOCC3)C2c2cccs2)s1 (stereo not given) | 12 | -11
Cc1ccc(NC(=O)C2CC(c3ccc(F)cc3)=NO2)cc1 (stereo not given) | 6 | -9
COc1ccccc1NC(=O)c1cn(C)c(=O)c2cc(OC)c(OC)cc12 | 1 | -26
Cc1ccc(Cl)cc1Nc1nc(-c2sc(NC(=O)c3ccco3)nc2C)cs1 | -6 | nt
COc1cc(/C=N/N(C)c2ccccc2)ccc1O | -21 | nt
COc1ccccc1NC(=O)c1ccc(Br)o1 | -3 | -35
COc1cc2c(cc1NC(=S)Nc1cccc(C)c1)oc1ccccc12 | 6 | nt
CN(C)S(=O)(=O)n1cnc(-c2ccccc2)c1-c1ccccc1 | 11 | -9
O=C(Nc1ccc(Cl)c(Cl)c1)N(CCCN1CCOCC1)Cc1cccs1 | -49 | nt
CC1(C)CC2CC(C)(CN2C(=O)COC(=O)c2n[nH]c(=O)c3ccccc23)C1 (stereo not given) | -74 | -1
N#CCSc1ncnc2sc3c(c12)CCC3 | 9 | -8
CCOC(=O)c1[nH]c2ccccc2c1NC(=O)CC(C)(C)C | 9 | -3
COc1ccc(N2CCN(C(=O)c3ccc(NS(=O)(=O)c4ccc(F)cc4)cc3)CC2)cc1 | -16 | 18
O=C(Nc1ccccc1)c1cc(N2CCOCC2)nc2ccccc12 | 0 | -9
COc1ccc(C(=O)OCC(=O)NCc2ccco2)cc1OC | 9 | 1
OCCCNC(c1ccccc1)c1ccc(O)cc1 (stereo not given) | 6 | -3
Cc1cccn2cc(CNS(=O)(=O)c3cccc(F)c3)nc12 | 5 | nt
CC(C)c1ccc(NC(=O)c2csnn2)cc1 | 0 | 2
CCCCN1C(=O)CN(CCc2ccccc2)C(=O)C1c1ccc(OC)cc1 (stereo not given) | -6 | 14
CC(=O)OCC(=O)[C@@]12OC(C)(C)O[C@@H]1C[C@H]1[C@@H]3C[C@H](F)C4=CC(=O)C=C[C@]4(C)[C@@]3(F)[C@@H](O)C[C@@]12C | -13 | -12
O=C(COc1ccccc1)N(Cc1ccco1)C1CCS(=O)(=O)C1 (stereo not given) | 7 | 2
OC(COc1ccc2c(c1)CCC2)CN1CCN(c2cccc(Cl)c2)CC1 (stereo not given) | 3 | nt
CCCSc1cc(N2CCCC2)nc(-c2ccccc2)n1 | 9 | nt
CCOC(=O)C(CC)Sc1ncnc2c1nnn2-c1ccc(F)cc1 (stereo not given) | 1 | -11
COc1ccccc1N1CCN(C(CNC(=O)Oc2ccccc2)c2cccnc2)CC1 (stereo not given) | 2 | -15
COc1cc(C(c2sc3nc(C)nn3c2O)N2CC(C)OC(C)C2)cc(OC)c1OC (stereo not given) | -4 | -2
O=C(O)c1ccc(-n2nnnc2SCc2ccccc2F)cc1 | -13 | -9
C=CCn1c(SCC(=O)Nc2sc3c(c2C#N)CCC3)nnc1C1COc2ccccc2O1 (stereo not given) | -6 | nt
N#C/C(=C\c1ccc(Sc2nc3ccccc3[nH]2)o1)c1ccccc1 | -9 | nt
CN1c2ccsc2/C(=N/NC(=O)c2c(F)cccc2F)CS1(=O)=O | -8 | nt
CCOC(=O)C(C)Sc1snnc1C (stereo not given) | -2 | nt
CC1=NN(c2ccc(Br)cc2)C(=O)/C1=C/c1cccs1 | 12 | nt
O=C(Cn1ncc2c1-c1ccccc1OC2)N1CCN(c2ccccn2)CC1 | 13 | -12
O=C(CN(Cc1ccc(F)cc1)C(=O)C1CSC(=O)C1)NC1CCCCC1 (stereo not given) | 5 | nt
CCOC(=O)N1CCN(C(=O)Nc2ccc(Cl)cc2Cl)CC1 | 4 | -8
O=C(COC(=O)c1ccccc1C(=O)c1ccccc1)c1ccco1 | 9 | -22
COc1ccc(S(=O)(=O)NCCC(C)C)cc1C | 44 | nt
CCN(CC)C(=O)CSc1nc2ccccc2n1CC(=O)N1CCN(c2ccccc2OC)CC1 | 2 | nt
CC(NS(=O)(=O)c1ccc(Br)cc1)C(c1cccs1)N1CCN(C)CC1 (stereo not given) | -15 | 2
CCN1CCN(c2oc(-c3ccc(OC)cc3)nc2C#N)CC1 | -2 | -15
O=C(Cn1c(CO)nc2ccccc21)Nc1cc(C(F)(F)F)ccc1N1CCOCC1 | -7 | -12
N#Cc1cc(C#N)c(N2CCN(c3ccccn3)CC2)nc1N | ? | nt
c1cncc(C(c2nnnn2C2CCCC2)N2CCN(Cc3ccc4c(c3)OCO4)CC2)c1 (stereo not given) | 0 | 4
Cn1c(=O)c2c(nc(NCc3ccco3)n2Cc2ccccc2Cl)n(C)c1=O | 10 | -11
CCOC(=O)Cc1[nH]nc2c1C(c1cc(OC)ccc1OC)C(C#N)=C(N)O2 (stereo not given) | -6 | 6
COc1ccc(-c2cc(C(=O)N3CCN(c4ccccc4)CC3)c3ccccc3n2)cc1OC | -23 | nt
O=C(NCCN1CCN(c2ccccc2F)CC1)C1CCCN(S(=O)(=O)c2cnc[nH]2)C1 (stereo not given) | nt | 1
Cc1ccc(N2CCN(C(=S)c3ccc(N(C)C)cc3)CC2)cc1 | 8 | 35
COc1ccccc1Nc1nc2ccccc2n1C | -6 | 1
Cc1cc(C(F)F)n2nc(C(=O)O)nc2n1 | -11 | -1
Cc1nnc(SCCN2C(=O)c3ccccc3C2=O)[nH]c1=O | 8 | -8
Cc1ccc2cc(CN(Cc3ccco3)C(=O)NCc3ccccc3)c(=O)[nH]c2c1C | -6 | -5
O=C(CSc1nc(-c2ccccc2Cl)ns1)NCc1ccco1 | 10 | -30
COc1cc(NC(=O)CCc2c(C)nc3nc(C)nn3c2C)cc(OC)c1 | 6 | nt
CCOC(=O)C1CCCN(c2c(Nc3ccc(OCC)cc3)c(=O)c2=O)C1 (stereo not given) | -12 | nt
CC(C)(C)C(=O)Nc1ccc(C(=O)NCc2cccnc2)cc1 | -5 | nt

The listing continues:
SMILES | RmlCD inh mix | HIV RNase H inh
O=C(Cc1ccc(Cl)cc1)NNC(=O)Nc1cccc2ccccc12 | -9 | nt
C=CCNc1cc(C)oc(=O)c1C(=O)CCC | 4 | nt
O=C(Nc1ccc(NC(=O)C2CC2)nc1)c1cccs1 | 4 | -4
CN=C(Nc1cc(C)nn1-c1ccccc1)c1ccccc1 | -6 | -4
O=C(c1coc2ccccc2c1=O)N1CCN(c2cccc(C(F)(F)F)c2)CC1 | nt | 0
COC(=O)c1nnn(-c2nonc2N)c1CSc1ccccn1 | 5 | -28
NC(=O)c1ccc(C(F)(F)F)n(Cc2ccccc2Cl)c1=O | -2 | nt
CCc1nnc(NC(=O)CN2CCN(c3cccc(OC)c3)CC2)s1 | -11 | nt
C=C(C)COc1ccc(-c2[nH]ncc2-c2ccccc2OC)c(O)c1 | 3 | -11
O=C(O)CCC(=O)Nc1ccc(-c2nnc(-c3ccco3)o2)cc1 | 22 | -3
CCC(C(=O)NCc1ccccc1OC)n1nc(C)n2c(cc3occc32)c1=O (stereo not given) | 1 | nt
CCN1CCN(C(c2cccs2)C(C)NC(=O)c2cccc(OC)c2)CC1 (stereo not given) | nt | -8
COc1ccc(OCC(O)CNC(=O)c2ccc(Br)cc2)cc1 (stereo not given) | 1 | -10
O=C(N/N=C/c1ccc(-c2ccccc2[N+](=O)[O-])o1)c1cccnc1 | 11 | nt
CCOCCCNC(=O)C(NC(=O)CNC(C)=O)c1ccc(C)cc1 (stereo not given) | -4 | nt
COc1cccc(NC(=O)NC2CCN(Cc3nnnn3Cc3ccc(F)cc3)CC2)c1 | 8 | 4
CSc1ccccc1N=CC1=C(O)CC(C)(C)CC1=O | 1 | -12
CCCCNC(=O)CS(=O)Cc1nc(-c2ccc(C)cc2)oc1C (stereo not given) | -1 | 0
Cc1[nH]n2c(=O)cc(-c3ccc([N+](=O)[O-])cc3)nc2c1-c1ccccc1 | 11 | nt
COC(=O)c1[nH]c2cccc(OC)c2c1NC(=O)CN1CCC(C(N)=O)(N2CCCCC2)CC1 | 4 | 4

In the list so far, seven have a cyano group.
SMILES | RmlCD inh mix | HIV RNase H inh
CC(C)c1nc(NCC2CCCO2)c(C#N)c2c1COC(C)(C)C2 (stereo not given) | -8 | -44
N#CCSc1ncnc2sc3c(c12)CCC3 | 9 | -8
C=CCn1c(SCC(=O)Nc2sc3c(c2C#N)CCC3)nnc1C1COc2ccccc2O1 (stereo not given) | -6 | nt
N#C/C(=C\c1ccc(Sc2nc3ccccc3[nH]2)o1)c1ccccc1 | -9 | nt
CCN1CCN(c2oc(-c3ccc(OC)cc3)nc2C#N)CC1 | -2 | -15
N#Cc1cc(C#N)c(N2CCN(c3ccccn3)CC2)nc1N | ? | nt
CCOC(=O)Cc1[nH]nc2c1C(c1cc(OC)ccc1OC)C(C#N)=C(N)O2 (stereo not given) | -6 | 6

(next part)
SMILES | RmlCD inh mix | HIV RNase H inh
C#CCOCCOCCOCCNc1nc(N2CCN(C(=O)[C@H](C(C)C)n3cc(CCO)nn3)CC2)nc(N2CCN(C(=O)[C@H]([C@@H](C)CC)n3cc(CCCCN)nn3)CC2)n1 | 5 | nt
O=C(C1=C[C@H](c2coc3ccccc3c2=O)C[C@H](OCc2ccc(CO)cc2)O1)N1CCOCC1 | -4 | nt
CC1CCC(N2CCN(c3ncccn3)CC2)CC1 (stereo not given) | 34 | 5
Cc1cc(C)n(-c2nc3sc4c(c3c3nnc(SC(C)C)n23)CC(C)(C)OC4)n1 | nt | 7
O=C(Cn1ccc2ccccc2c1=O)Nc1ccc2c(c1)OCO2 | -5 | 7
C=CCN1C(=O)C(O)=C(C(C)=O)C1c1ccccc1F (stereo not given) | -8 | -2
CC(NC(=O)CN1CCCC1)C12CC3CC(CC(C3)C1)C2 (stereo not given) | -5 | nt
CCc1nn(CC(=O)NCCCN(Cc2ccccc2)C(C)C)c(=O)c2cc3sccc3n12 | -14 | 2
O=C(NCc1cccnc1)c1ccc2c(c1)OCO2 | -8 | -1
O=C(O)c1ccc(NC(=S)NC(NC(=O)c2ccco2)C(Cl)(Cl)Cl)cc1 (stereo not given) | -11 | nt
COc1ccc(NC(=O)c2ccc(-c3ccccc3C(F)(F)F)o2)cc1 | 10 | nt
COC(=O)CNC(c1ccccc1)c1cc(C)ccc1NC(=O)CNC(=O)OCc1ccccc1 (stereo not given) | -24 | nt
COc1cc2c(cc1NC(=O)/C=C/c1ccccc1)oc1ccccc12 | -12 | nt
CC(C)n1cnc2c(N(C)c3cccc(Cl)c3)nc(N(CCO)CCO)nc21 | 0 | nt
CCc1cc2c(NC(C(=O)O)C(C)C)ncnc2s1 (stereo not given) | -26 | -4
Clc1nc2ccccc2cc1-c1nnn(-c2ccccc2Br)n1 | 2 | nt
O=C(Nc1cccc(-c2nnc(-c3ccco3)o2)c1)C(c1ccccc1)c1ccccc1 | -16 | nt
O=S1(=O)CCOC[C@H](Cc2ccccc2)N1Cc1ccccc1 | 8 | nt
O=C(NCCN1CCOCC1)c1cc(-c2cccs2)on1 | -4 | -3
COc1cc(-c2nc(-c3ccccc3)c(-c3cc([N+](=O)[O-])ccc3C)[nH]2)cc(OC)c1OC | 2 | nt

Compound profiles (already shown). Values in the order: RmlCD inh mix | HIV RNase H inh
`COc1ccc(NC(=O)c2ccc(-c3ccccc3C(F)(F)F)o2)cc1` is entered as 10 | nt
`CC(NC(=O)CN1CCCC1)C12CC3CC(CC(C3)C1)C2` (stereo not given) is entered as -5 | nt
`COc1cc2c(cc1NC(=O)/C=C/c1ccccc1)oc1ccccc12` is entered as -12 | nt
`O=C(NCc1cccnc1)c1ccc2c(c1)OCO2` is entered as -8 | -1
`Cc1cc(C)n(-c2nc3sc4c(c3c3nnc(SC(C)C)n23)CC(C)(C)OC4)n1` is entered as nt | 7

Remaining list, next part:
SMILES | RmlCD inh mix | HIV RNase H inh
CCN(CC)c1ccc(/C=N/N2CCN(Cc3ccc(C)cc3)CC2)c(O)c1 | 19 | nt
CCOC(=O)c1sc2nc(SCC#N)n(CC3CCCO3)c(=O)c2c1C (stereo not given) | 11 | 7
CCOC(=O)c1[nH]c2cc(OC)c(OC)cc2c1NC(=O)CN1CCN(c2ccc(OC)cc2)C(C)C1 (stereo not given) | 5 | nt
O=[N+]([O-])c1ccc(S(=O)(=O)Nc2ccc(-c3csc(-c4ccccc4)n3)cc2)cc1 | 0 | nt
CCc1ccccc1NS(=O)(=O)c1ccc2[nH]cc(C(=O)NCC3CCCO3)c(=O)c2c1 (stereo not given) | nt | -8
COc1ccc(N2CC(C(=O)NCCCN3CCOCC3)CC2=O)cc1 (stereo not given) | 10 | -2
COc1cc(C2C3=C(CC(C)(C)CC3=O)Nc3c2c(=O)[nH]c(=O)n3Cc2ccccc2)ccc1O (stereo not given) | nt | 67*!
COc1ccc(C(=O)c2c(C(F)(F)F)oc3c2C(=O)c2ccccc2C3=O)cc1 | -12 | nt
COc1ccc(N(CC(=O)N2CC=C(c3ccccc3)CC2)S(=O)(=O)c2c(C)noc2C)cc1 | 4 | -4
Cc1cc(Cl)cc2c1NC(=O)[C@]21[C@@H]2C(=O)N(Cc3ccccc3)C(=O)[C@@H]2[C@@H]2CCCN21 | 2 | 7
